# Screening data (PubChem)
# All columns: NCI-60 one-dose screen, growth in % after 48 h at 10 µM unless noted; 100 = growth as untreated, 0 = no growth, -100 = all killed.
# HL-60(TB): HL-60(TB) leukemia cells; 78,000 compounds, 9% hits; active means growth percent below 10
# * hit, by the source's call; & = joins results of further samples; ! = not active in a repeat; [ ] = another dose, or the depositor's remark. Only part of the results is shown; count on the stated rates, not on these rows.
SMILES,HL-60(TB)
C[C@H](c1ccccc1)N1C(=O)C2=Nc3cccc(Cl)c3CN2C1=S,87
CCCCCCCCP(CCCCCCCC)CCCCCCCC,90
O=C1N=C2[C@@H]3CCCN3C(=O)c3ccccc3N2C(=O)C1c1ccccc1 (stereo partly drawn),101
COc1ccc(Cn2cc3c(c2-c2ccccc2)CCCc2cnoc2-3)cc1,6.6*
Cn1c(O)c(/C=C2\C=c3ccccc3=NC2=O)c(=O)n(C)c1=O,98
O=S1(=O)N(Cc2ccccc2)[C@H](Cc2ccccc2)[C@H](O)[C@H](O)[C@@H](Cc2ccccc2)N1Cc1ccccc1,125[7.5 µM]
COc1ccc(/C=N\NC(=O)N/N=C/c2ccc(OC)c(OC)c2)cc1OC,93&83
Cc1cc([N+](=O)[O-])ccc1S(=O)(=O)F,98
CCN(CC)C(=O)c1nn(C(C)=O)c2cc(F)c(F)cc12,94
CCOC(=O)C1(Cc2ccccc2)CCN(Cc2cccc(OC)c2O)CC1,-12*
O=C(c1cccnc1)N1CCN(c2ccccc2Cl)CC1,75
COC(=O)[C@]1(C)CCC[C@]2(C)[C@H]3C[C@H]4C(C(C)C)=C[C@]3(CC[C@H]21)[C@@H]1C(=O)C(CCC#N)(CCC#N)C[C@H](OCCC#N)[C@@H]14,92
CN1CCN(Cc2ccc(NC(=O)c3cncc(C#Cc4cnc5ccc(N6CCSCC6)nn45)c3)cc2C(F)(F)F)CC1,-42*
COC(=O)/C(=C1/OC(=O)C(c2ccccc2)=C1O)c1ccccc1,95
O=C1C(=O)N(CCCCn2cc(Cn3c4ccccc4c4ccccc43)nn2)c2ccccc21,83
Cc1cc2nc3c(=O)[nH]c(=O)nc-3n(C[C@@H](O)[C@@H](O)[C@@H](O)COP(=O)(O)O)c2cc1C,84
O=C1NC(=O)C2(CCc3ccccc32)N1 (stereo not drawn),106&94
COc1cc(C=O)cc(Cl)c1OC,98
COC(=O)C1=Cc2nc(C=O)cc3c4ccccc4n(c23)C1C(=O)OC (stereo not drawn),91
Cc1cc(Cl)ncc1[N+](=O)[O-],97

# Rewritten with bars between the fields: entries from further up
Structure | HL-60(TB)
CN1CCN(Cc2ccc(NC(=O)c3cncc(C#Cc4cnc5ccc(N6CCSCC6)nn45)c3)cc2C(F)(F)F)CC1 | -42*
COC(=O)/C(=C1/OC(=O)C(c2ccccc2)=C1O)c1ccccc1 | 95

# Remaining list, next part.
SMILES,HL-60(TB)
NC(=O)N(N)CCO,98
CCOC(=O)C1=CNn2c(nc3sc4c(c3c2=O)CCN(C)C4)N(c2ccc(Cl)cc2)C1=N,102
Nc1c(C(=O)Nc2cccc3ccncc23)sc2nc3c(cc12)CN(Cc1ccccc1)CC3,89
O=C1Cc2cc(O)ccc2O1,100
Cn1cnc2c(Nc3ccccn3)nc(Cl)nc21,105
CC(CC#N)OC(=O)c1cccc([N+](=O)[O-])c1 (stereo not drawn),101
COc1ccc(/C=C(/NC(=O)c2ccccc2)C(=O)Nc2ccc(S(N)(=O)=O)cc2)cc1,99
CCCNC(=O)Oc1ccc(/C(=C(/C)Cc2ccc(OC)cc2)c2ccc(OCCN(C)C)cc2)cc1,79
C=C(c1ccc(C(=O)O)c(F)c1)c1cc2c(cc1C)C(C)(C)CCC2(C)C,97
CN=C1Nc2cc(OC)c(OC)c(OC)c2C(c2cc(Cl)ccc2F)S1 (stereo not drawn),77
COc1cc(-c2nc(SCC(=O)Nc3ccc(C(=O)/C=C/c4ccc(Cl)cc4)cc3)[nH]c(=O)c2C#N)cc(OC)c1OC,78
CCCCc1nc(Cl)c(C2CC(c3ccc(S(N)(=O)=O)cc3)=NN2c2ccccc2)[nH]1 (stereo not drawn),93
O=c1[nH]c(=S)[nH]cc1Oc1ccc(Cl)cc1Cl,83
C[C@H]1CC2C([C@@H](O)C[C@@]3(C)C2CC[C@]3(O)C(=O)COC(=O)CCC(=O)O)[C@@]2(C)C=CC(=O)C=C12 (stereo partly drawn),102
COc1ccc(-c2cn(-c3ccc(Cl)c(Cl)c3)c(=S)[nH]2)cc1,85
CCOC(=O)C/C(=N\Nc1cc(=O)[nH]c2ccccc12)C(=O)OCC,116
O=C(O)C(O)(c1ccc(Cl)cc1)C1(O)CCCC1 (stereo not drawn),113
C=C(C)[C@@H]1C/C=C(/C=O)CC[C@@H]2O[C@@]2(C)CC/C=C(\C)CC1,162
O=[N+]([O-])c1cc(O)cc2cccnc12,122
Cc1ccc(C2=C/C(=C/c3ccc(Br)cc3)C(=O)N2CCc2ccc(S(N)(=O)=O)cc2)cc1,97
COc1ccccc1-c1nc2cc(C(=O)NCc3ccccc3)ccc2n1C1CCCCC1,96
COc1ccccc1NC(=O)OCC12COCN1COC2,102
COc1cc(/C=N\NC(=O)c2cnn(CC(O)c3ccccc3)c2N)ccc1OC(F)F (stereo not drawn),106
COc1ccc(-c2nocc2-c2ccccc2)cc1,120
O=C(Cn1cc(CN2CCN(c3ccnc4cc(Cl)ccc34)CC2)nn1)Nc1ccccc1Cl,101
CCOC(=O)c1ccc(NC(=S)NC(=O)c2cccc(NC(=O)c3ccc(C)cc3)c2)cc1,102
CCOC(=O)c1[nH]c(C)c(C=O)c1C,117
O=C(CCc1nnc2n1N=C(Cl)CS2)c1nc2ccccc2[nH]1,107
CCOC(=O)C1=C(C)NC(C)=C(C(=O)OCC)C1c1cc(Br)c(O)c(OC)c1,6.7*
Cc1cc(SC#N)ncn1,102
C/C(=N\NC(=S)Nc1ccc(F)cc1)c1ccccc1,99
CC1(C)C(C(=O)c2cn(CCO)c3ccccc23)C1(C)C,79
Oc1c(Cl)cc(Cl)c2ccc(CN3CCCCC3)nc12,33
Cc1cc(=S)n(C)c2ccccc12,93
O=C(O)c1ccc(-n2cc(CNc3cccc(F)c3)c(-c3ccc(C(F)(F)F)cc3)n2)cc1,98
COc1cccc(-c2nc3sccn3c2-c2ccnc(NCCNC(=O)c3cc(N4CCOCC4)cc(C(F)(F)F)c3)n2)c1,113
CCN(CC)Cc1cc(Nc2ccnc3cc(Cl)ccc23)cc(-c2ccc(Cl)cc2)c1O,51
CC(O)C(=O)OCCOCc1ccccc1 (stereo not drawn),102
CS(=O)(=O)N1CCC(Nc2nccc(O[C@H]3CO[C@H]4[C@@H]3OC[C@@H]4OCc3ccccc3)n2)CC1,117
COC(=O)CSc1ccccc1C(=O)OC,112
O=C(NCCNc1cc(-c2cn(-c3ccccc3)nc2-c2cccc(O)c2)ccn1)Nc1ccc(Cl)c(Cl)c1,84
COc1ncc(-c2ccc3nccc(-c4ccnnc4)c3c2)cc1NS(=O)(=O)c1ccc(F)cc1F,-14*
CCOc1ccc(N=C=S)cc1,93
COc1cccc(/C=C2\Oc3cc(OCCCN4CCCC4)ccc3C2=O)c1,81
Oc1ccc(/C=N/c2n[nH]c(-c3cccc(Cl)c3)n2)cc1,73
CCSCCSCC,117
Cc1c(C(=O)NN)sc2ncc(-c3ccc(Br)cc3)n12,108
O=C(O)c1ccc(-n2cc(C(=O)O)c(-c3cc(C(F)(F)F)cc(C(F)(F)F)c3)n2)cc1,70
CN(C)c1n[nH]c(N)n1,102
Clc1ccc(/C=N\N2CCCCCC2)cc1Cl,99
O=C(CCCCCCN1CC(=O)N2[C@@H](c3ccc(Br)nc3)c3[nH]c4ccccc4c3C[C@H]2C1=O)NO,106
O=c1[nH]c(-c2cccnc2)nc2c1sc(=S)n2-c1ccc(F)cc1,60
c1ccc(C2=NNC(c3cc(-c4cc5ccccc5o4)n(-c4ccccc4)n3)C2)cc1 (stereo not drawn),99
COc1cccc(N=Nc2c(O)n(-c3ccc(Cl)cc3)n(-c3ccc(Cl)cc3)c2=O)c1OC,101
CCCCCCCCCCCCCCCCCCCCCCCCCC(=O)O,103
CC1OC(O[C@H]2CC[C@]3(C)[C@H]4CC[C@@H]5[C@H]6[C@H]7OC[C@@]6(CCC7(C)C)CC[C@@]5(C)[C@]4(C)CC[C@H]3C2(C)C)C[C@@H](O)[C@H]1O (stereo partly drawn),98
COc1ccc(Cn2cc(C(=O)N=Nc3c(O)[nH]c4c(Cl)cccc34)nn2)cc1,97
COc1ccc(/C=C\c2cc(OC)c(OC)c(OC)c2)c(NS(=O)(=O)c2ccc(C(C)(C)C)cc2)c1O,6.1*
O=C1c2ccccc2C(=O)N1/N=C/c1cc(Br)ccc1O,84
N#Cc1n[nH]n2c1nc(=O)c1sc(-c3ccccc3)cc12,98
# Next records follow:
SMILES,HL-60(TB)
COc1ccc(-c2nc3ncccn3c2/C=C/C(=O)c2cc(OC)c(OC)c(OC)c2)cc1,1.2*
CCOc1ccc(NC2=C(Cl)C(=O)c3nc(C)ccc3C2=O)cc1,-46*
O=[N+]([O-])c1ccc(-c2csc(COc3ccccc3)n2)cc1,103
COc1nc(N)nc2c1N=C(c1ccc(Cl)cc1)c1ccccc1N2,102
Cc1ccc(-c2nc3ccccn3c2/C=C2/C(=O)Nc3ccc(F)cc32)cc1,41
S=C(c1cccs1)N1CCN(c2ccccc2Cl)CC1,78
Oc1cccc(-c2nnc(-c3cccc(O)c3)nn2)c1,102
CC(OC(=O)Nc1cccc(Cl)c1)C(=O)O (stereo not drawn),90
C=C1C(=O)O[C@H]2[C@H]1CC/C(Cn1cc(Cn3ccc4cc(Cl)ccc43)nn1)=C\CC[C@@]1(C)O[C@@H]21,-38*
O=C(c1ccccc1)c1ccc[nH]1,109
CC1CC(C)C2=NOS3=C2C1=NO3 (stereo not drawn),109
CS(=O)(=O)c1ccc(-c2nc3cc(Cl)ccc3n2CC(N)=O)cc1,92
Cc1cc(C)c(N)c(C(=O)O)c1,95
Cc1c(Cl)cccc1NC(=O)CN(CC(C)C)CC(C)C,62
COc1ccc(C2CC(c3ccc(Nc4ccnc5cc(Cl)ccc45)cc3)=NN2c2ccc(Cl)cc2)cc1 (stereo not drawn),86
O=[N+]([O-])c1ccc(N/N=C\c2cc(Br)ccc2O)nc1,-8.7*!
CCC(=O)NC(C)c1ccccc1 (stereo not drawn),111
NC(=O)c1nnn(Cc2ccccc2)c1N,121
CC[CH2][Sn]([Cl])([Cl])[CH2]CC,55
CCOC(=O)CSc1nc2ccccc2c(=O)n1Cc1ccc(S(N)(=O)=O)cc1,100
CC(=O)C1(O)CCC2C3CC(C)C4=CC(=O)C=CC4(C)C3C(=O)CC21C (stereo not drawn),99
O=C(Nc1ccccc1)c1nc(=O)[nH]c2ccccc12,93
O=C(Nc1cccnc1Nc1ccccc1)c1cn(Cc2cccc(Oc3ccccc3)c2)nn1,19
CC/C=C/C(=O)NC1c2ccccc2Oc2ccccc21,128
CC1=Cc2c(C)ccc(C)c2CC1,99
COc1cc(OC)c2sc(-c3ccc(-n4cncc4-c4ccc(N)cc4)cc3)nc2c1,53
NS(=O)(=O)c1ccc(Nc2nc(Nc3ccccc3)nc(N3N=C(c4ccc(Cl)cc4)CC3c3ccc(Cl)cc3)n2)cc1 (stereo not drawn),26
CC(=O)CC(=O)N1CCc2ccccc21,83
CCOC(c1ccccc1)(c1ccccc1)c1ccccc1,99
CCOC(=O)C(=Cc1ccccc1[N+](=O)[O-])C(=O)OCC,-27*
COc1cc2nc3sc(C(=O)Nc4ccc(C(=O)OC(C)C)cc4)c(C(=O)Nc4ccc(Cl)cc4C)n3c(=O)c2cc1OC,90
CCN1C(=O)/C(=C/C=C/N(C)c2ccccc2)SC1=S,78
COc1cc(C(=O)n2nc(N3CCN(C)CC3)c3cc(N)ccc32)cc(OC)c1OC,1.7*
CCCCCCN(CCCCCC)C(=N)c1ccnc2ccccc12,43
Nc1ccc(CNC(=O)Nc2ccc(S(=O)(=O)F)cc2)cc1,81
CC/C=C\C[C@H](O)C/C=C1/C(=O)C=C[C@@H]1C/C=C\CCCC(N)=O,-31*
COc1cc(/C=C/c2cc(/C=C/c3ccc(O)c(OC)c3)n(C(=O)Nc3ccc(F)c(Cl)c3)n2)ccc1O,-29*
Brc1cc(-c2ccccc2)nc2ccccc12,91
COc1ccc([N+](=O)[O-])c(C)n1,110
O=C(/C=C/c1ccc(Oc2ccc(Br)cc2)cc1)c1ccc(Br)cc1,88

# Shown with tabs: entries from further up
Molecule	HL-60(TB)
O=C(Nc1ccccc1)c1nc(=O)[nH]c2ccccc12	93
O=C(Nc1cccnc1Nc1ccccc1)c1cn(Cc2cccc(Oc3ccccc3)c2)nn1	19
CC/C=C/C(=O)NC1c2ccccc2Oc2ccccc21	128
CC1=Cc2c(C)ccc(C)c2CC1	99
COc1cc(OC)c2sc(-c3ccc(-n4cncc4-c4ccc(N)cc4)cc3)nc2c1	53
NS(=O)(=O)c1ccc(Nc2nc(Nc3ccccc3)nc(N3N=C(c4ccc(Cl)cc4)CC3c3ccc(Cl)cc3)n2)cc1 (stereo not drawn)	26
CC(=O)CC(=O)N1CCc2ccccc21	83
CCOC(c1ccccc1)(c1ccccc1)c1ccccc1	99
CCOC(=O)C(=Cc1ccccc1[N+](=O)[O-])C(=O)OCC	-27*
COc1cc2nc3sc(C(=O)Nc4ccc(C(=O)OC(C)C)cc4)c(C(=O)Nc4ccc(Cl)cc4C)n3c(=O)c2cc1OC	90
CCN1C(=O)/C(=C/C=C/N(C)c2ccccc2)SC1=S	78
COc1cc(C(=O)n2nc(N3CCN(C)CC3)c3cc(N)ccc32)cc(OC)c1OC	1.7*
CCCCCCN(CCCCCC)C(=N)c1ccnc2ccccc12	43
Nc1ccc(CNC(=O)Nc2ccc(S(=O)(=O)F)cc2)cc1	81
CC/C=C\C[C@H](O)C/C=C1/C(=O)C=C[C@@H]1C/C=C\CCCC(N)=O	-31*
COc1cc(/C=C/c2cc(/C=C/c3ccc(O)c(OC)c3)n(C(=O)Nc3ccc(F)c(Cl)c3)n2)ccc1O	-29*
Brc1cc(-c2ccccc2)nc2ccccc12	91
COc1ccc([N+](=O)[O-])c(C)n1	110
O=C(/C=C/c1ccc(Oc2ccc(Br)cc2)cc1)c1ccc(Br)cc1	88

# Carrying on.
SMILES,HL-60(TB)
Cc1ccc(N2CC(c3nc4ccccc4[nH]3)CC2=O)cc1 (stereo not drawn),108
CCCC(=O)Nc1ccccc1OC,102
COC(=O)C(=O)C1CCc2cc(OC)ccc2C1=O (stereo not drawn),85
O=c1c(-c2nc3ccccc3s2)cc2c(n1NS(=O)(=O)c1ccc(Cl)cc1)CCCC2,99
NS(=O)(=O)c1ccc(N2N=C(c3ccccc3)CCC2=O)cc1,64
CCOC(=O)Cc1cnn(C)c1-n1nnc2ccc(Cl)cc2c1=O,100
